From PubChem BioAssay
L3MBTL1 inh – L3MBTL1 (human) inhibition; Q9Y468; AlphaScreen L3MBTL1–H3K9me1 peptide binding; Potency, µM (series often up to 57.1 µM), for inactives: at the top dose activity, negative = inhibition, most hits filed as inhibitors; 0.66% of 230,000 active; AID 485360; note: nearly all actives have a fitted effect of over 60% in size
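AlphaScreen assay: L3MBTL1 (50 nM final) was preincubated 30 min at room temperature with biotinylated H3(1-15)K9me1 peptide (75 nM final), then 30 min with library compounds; streptavidin donor and nickel chelate acceptor beads (10 ug/mL final) added, 30 min dark.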
TRb-SRC2 inh – TRbeta-SRC2 interaction inhibition | TRbeta-SRC2 peptide binding, fluorescence polarization; receptor liganded with 1 µM T3 | Potency, µM (series often up to 106 µM), without a hit: at the highest dose activity change, negative = inhibition, actives largely listed as inhibitors | 0.065% of 280,000 active;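 note: plate controls were bound peptide for no effect and peptide without receptor for full effect; nearly all actives have a fitted effect of over 50% in size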
Target sequence (P10828 whole entry, looked up): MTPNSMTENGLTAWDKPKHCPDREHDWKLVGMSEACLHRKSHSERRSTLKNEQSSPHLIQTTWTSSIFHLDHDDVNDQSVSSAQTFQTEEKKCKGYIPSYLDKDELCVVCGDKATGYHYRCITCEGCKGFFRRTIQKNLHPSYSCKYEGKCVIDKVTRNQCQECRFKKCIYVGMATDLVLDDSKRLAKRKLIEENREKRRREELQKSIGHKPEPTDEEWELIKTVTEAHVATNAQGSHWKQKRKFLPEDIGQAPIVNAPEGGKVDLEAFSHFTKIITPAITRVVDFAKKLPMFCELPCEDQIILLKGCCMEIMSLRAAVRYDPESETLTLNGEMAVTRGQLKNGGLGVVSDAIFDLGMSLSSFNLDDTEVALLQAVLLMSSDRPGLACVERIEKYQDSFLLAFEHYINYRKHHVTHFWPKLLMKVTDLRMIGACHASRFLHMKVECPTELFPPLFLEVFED
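Human TRb LBD (0.6 uM) plus Texas Red-labeled SRC2 peptide (20 nM), 1uM T3, 5% DMSO, 5 hr at ambient temperature. Decreased polarization (555/632 nm) flags inhibition; data normalized to free and bound peptide controls.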
Tau fibril FP – inhibitors of human tau fibril formation | 0.39% of 280,000 active | AID 1468 | P10636 | K18 P301L tau heparin fibrillization, Alexa594 FP, 6 h | Potency, µM (doses to about 57.7 µM), without a hit: at the highest dose activity, negative = inhibition, actives largely listed as inhibitors; note: nearly all actives have a fitted effect of over 55% in size
Target sequence (P10636 561-689 P618L limits assumed): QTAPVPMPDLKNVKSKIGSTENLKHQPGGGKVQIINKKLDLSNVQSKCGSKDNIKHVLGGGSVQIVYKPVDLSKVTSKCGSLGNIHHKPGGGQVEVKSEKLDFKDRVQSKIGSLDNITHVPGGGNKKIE
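Human K18 P301L fragment (15 uM unlabeled plus 0.24 uM Alexa 594-labeled) in 100 mM sodium acetate pH 7 with compound, aggregation induced by 20 uM heparin for 6 hr at 37 C. ThT (30 uM) added for 1 hr, then Alexa 594 FP read.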
TR SRC2 fluor cs – counter-screen for TRb-SRC2 inhibitors: fluorescence interference. TRb/SRC2 Texas Red total fluorescence interference. Potency, µM (highest dose often 106 µM), inactives show at the top dose fluorescence change, negative = quenching. 0.29% of 280,000 active. AID 1479; active = well fitted curve in either direction with a large enough effect; inconclusive = small, poorly fitted or top-dose-only effect
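Human TRβ ligand-binding domain (0.6 uM) and Texas Red SRC2 peptide (20 nM) in Tris buffer with 1 uM T3 and 5% DMSO were incubated with pinned compound for 5 hr at ambient temperature. Total fluorescence was computed as S + 2P (555/632 nm).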
JMJD2E inh – blocks human JMJD2E demethylase activity | B2RXH2 | JMJD2E catalytic domain, FDH-coupled NADH fluorescence (FDH is formaldehyde dehydrogenase) | Potency, µM (highest dose often 57.1 µM), for inactives: at the highest dose activity change, negative = inhibition, hits mostly inhibitors | 1.6% of 230,000 active | AID 2147; active = well fitted inhibition curve with a large enough effect, not every such curve was filed as active; inconclusive = small, poorly fitted or top-dose-only effect, or another doubt; inactive = no such curve, though single readings can be large or run the other way;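 note: 0% = wells with enzyme and -100% = buffer wells without enzyme; nearly all actives have a fitted effect of over 50% in size; many of its hits are not listed in these tables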
Target sequence (B2RXH2 1-337 limits assumed): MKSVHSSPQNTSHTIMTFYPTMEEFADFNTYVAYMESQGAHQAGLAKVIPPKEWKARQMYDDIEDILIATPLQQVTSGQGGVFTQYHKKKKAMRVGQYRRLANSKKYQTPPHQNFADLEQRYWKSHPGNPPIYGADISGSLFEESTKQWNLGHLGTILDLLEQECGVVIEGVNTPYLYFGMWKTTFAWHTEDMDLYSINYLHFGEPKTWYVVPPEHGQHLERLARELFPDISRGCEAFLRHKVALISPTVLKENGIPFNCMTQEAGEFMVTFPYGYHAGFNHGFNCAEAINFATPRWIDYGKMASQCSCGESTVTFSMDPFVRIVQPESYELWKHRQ
RECQ1 helicase – RECQ1 (human) helicase inhibition. RECQ1 DNA unwinding, red fluorescence kinetic read. 0.54% of 240,000 active. AID 2549. P46063. Potency, µM (doses to about 57.3 µM), without a hit: at the highest dose activity, negative = inhibition, most hits filed as inhibitors;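 note: plate controls were vehicle for no effect and no enzyme for full effect; nearly all actives have a fitted effect of over 30% in size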
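RECQ1T1 50 nM; forked duplex (20 bp + 30-nt ss tails) 200 nM, ATP 2 mM final; pH 8.0, 2 mM MgCl2, 2.5 ug/ml poly(dI-dC); 15 min compound preincubation; discontinuous kinetic read over 2 h at RT.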
GoLoco inh red – RGS12 GoLoco-Gai1 interaction inhibition; P63096; 0.44% of 230,000 active; Potency, µM (top dose mostly 61.6 µM), for inactives: at the highest dose activity, negative = inhibition, usual class: inhibitors; Gai1:RGS12 GoLoco peptide FP, rhodamine, 10 min; active = well fitted inhibition curve with a large enough effect, not every such curve was filed as active; inactive = no such curve, though single readings can be large or run the other way; note: nearly all actives have a fitted effect of over 30% in size; many of its hits are not listed in these tables
Tau ThT inhib – blocks human tau fibril formation measured by thioflavin T | recombinant tau K18 P301L (four-repeat tau fragment), heparin-induced fibrillization, ThT fluorescence | Potency, µM (doses to about 57.4 µM), inactives show at the highest dose activity, negative = inhibition, usual class: inhibitors | 2.1% of 270,000 active | AID 1460; note: nearly all actives have a fitted effect of over 55% in size
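Heparin-induced fibrillization of the P301L-mutant K18 repeat-domain fragment of human tau was followed by ThT binding in quantitative high-throughput format.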
Active calls of the source: *; i = inactive; ? = inconclusive; / = not tested or not shown; [ ] = dose if it differs, or a comment. Unless noted, calls come from the whole dose curve; as a rule, active = well fitted curve in the direction sought with a large enough effect; inconclusive = small, poorly fitted or top-dose-only effect, or another doubt; inactive = no such curve, though single readings can be large; an effect the other way counts as inactive or inconclusive. Unless noted, % is set by controls: 0 for no effect and ±100 for the full control effect; potency is the fitted concentration of half-maximal effect.

SMILES | TRb-SRC2 inh | JMJD2E inh | GoLoco inh red | L3MBTL1 inh | RECQ1 helicase | TR SRC2 fluor cs | Tau ThT inhib | Tau fibril FP
COc1ccc(CCn2nnnc2C(C(C)C)N2CCN(c3ncccn3)CC2)cc1OC (stereo unspecified) | -4% | 8% | 1% | 1% | -13% | -1% | -9% | -3%
Cc1ccc(C(=O)OCc2ccc3c(c2)OCO3)cc1S(=O)(=O)N1CCCCC1 | -1% | -10% | -7% | / | -10% | -4% | -10% | -6%
CCOC(=O)c1cn2nc(Oc3cccc(C(F)(F)F)c3)ccc2n1 | -6% | ? | -1% | -3% | 14% | 0% | 1% | 8%
COc1cc(Cl)c(C)cc1NC(=O)c1cc(S(=O)(=O)N2CCCC2)ccc1F | 2% | / | / | / | / | -3% | 7% | -2%
Cc1ccc(N(CC(=O)Nc2ccc(F)c(Cl)c2)S(=O)(=O)c2c(C)noc2C)cc1 | 1% | -5% | 5% | 8% | -3% | 2% | -10% | ?
O=P(O)(CN1CCCCC1)CN1CCCCC1 | 3% | -2% | -7% | 9% | -13% | 1% | -7% | ?
CCOC(=O)c1cn(CC)c2ccc(S(=O)(=O)N3CC(C)CC(C)C3)cc2c1=O (stereo unspecified) | ? | -4% | 13% | -3% | -28% | 45µM*[fluorescent] | ? | -12%
CCOc1ccc(/C=N/OCC(=O)Nc2ccc(OCc3ccccc3)cc2)cc1OC | -4% | ? | -24% | 27% | -7% | -8% | 16% | -4%
Cc1ccc(NC(=O)c2cccc(OC(F)F)c2)c(OC(F)F)c1 | 3% | 1% | -6% | 12% | 6% | -5% | 1% | 2%
CCCN(CC(=O)Nc1ccc(Cl)cc1Cl)C(=O)/C=C/c1cc(OC)ccc1OC | 6% | ? | / | 54%[activator] | 2% | -4% | -6% | 2%
CC(=O)Oc1cccc(/C=C2\Sc3ccccc3C2=O)c1 | 5% | -15% | 7% | 0% | -3% | -7% | 10µM* | -8%
O=C(Nc1ccc(SC(F)F)cc1)c1ccc(F)cc1 | 1% | 1% | 6% | 7% | -1% | -6% | -2% | 0%
COc1ccc(C(NC(=O)CC(C)C)NC(=O)CC(C)C)cc1OC | 0% | 15% | -2% | 4% | i | 1% | -5% | -2%
Clc1cccc(CNCCCSc2nnnn2-c2ccccc2)c1 | -1% | / | / | / | / | -9% | 2% | -5%
CNc1ncc(C(=O)c2ccc(F)cc2)s1 | 0% | -2% | 8% | / | -15% | -2% | 1% | 5%

Continued, overlapping the part above by two compounds.
SMILES | TRb-SRC2 inh | JMJD2E inh | GoLoco inh red | L3MBTL1 inh | RECQ1 helicase | TR SRC2 fluor cs | Tau ThT inhib | Tau fibril FP
Clc1cccc(CNCCCSc2nnnn2-c2ccccc2)c1 | -1% | / | / | / | / | -9% | 2% | -5%
CNc1ncc(C(=O)c2ccc(F)cc2)s1 | 0% | -2% | 8% | / | -15% | -2% | 1% | 5%
CCOC(=O)N1CCN(C(=O)CSc2nc(CC)nc3c2c(=O)n(C)c(=O)n3C)CC1 | 1% | -29% | -10% | -14% | i | 0% | -10% | 7%
CC(C)N1C(=O)C(O)(C2COC(C)(C)CC2=O)c2ccccc21 (stereo unspecified) | 11% | 9% | 7% | 10% | 8% | -1% | -12% | -4%
Cc1ccc2c(C)c(C(=O)NCc3ccc(S(N)(=O)=O)cc3)oc2c1C | 3% | -9% | 21% | 40%[activator] | i | -2% | 2% | 3%
COc1cccc(-n2c(SCC(=O)NCc3ccco3)nnc2-c2c[nH]c3ccccc23)c1 | -5% | -10% | 7% | -4% | -10% | -1% | -13% | 3%
O=C(O)CSc1ccc2ccccc2n1 | -4% | ? | 3% | 9% | 3% | -2% | -14% | 9%
CC1(C)NC(=O)N(CCCCSc2ccc(Cl)cc2)C1=O | -17% | 3% | -17% | / | i | 3% | -7% | 0%
O=C(COC(=O)C1COc2ccccc2O1)Nc1ccc2c(c1)CCC2 (stereo unspecified) | -3% | 8% | 1% | 4% | -18% | 0% | -10% | -4%
CCC(C)Nc1nc(OC)nc(N(C)C#N)n1 (stereo unspecified) | -17% | 2% | -6% | 26% | -12% | 2% | 16% | -7%
COc1cccc2cc(-c3nc(Cl)c4c5c(sc4n3)CC(C)CC5)c(=O)oc12 (stereo unspecified) | 0% | / | / | / | / | ? | ? | -8%
Cc1cc(C)cc(NC(=O)Cn2cnc3c(nnn3Cc3ccc(F)cc3)c2=O)c1 | 14% | -7% | 5% | -2% | i | 1% | 14% | ?
Cc1ccc(NS(=O)(=O)c2cc(-c3cc(C)no3)ccc2C)c(Cl)c1 | -10% | / | / | / | / | -2% | -2% | -1%
CC(=O)c1cc(-c2ccccc2)n(CC(=O)Nc2ccc(C)cc2C)c1C | -4% | / | / | / | / | -1% | -10% | -12%
C=CCN=c1scc(-c2ccc3c(c2)NC(=O)CO3)n1/N=C(\C)c1ccccn1 | 6% | -11% | -3% | -27% | -7% | -2% | ? | 13%
COc1cccc(C(=O)Nc2cccnc2)c1OC | 1% | 8% | 6% | -8% | i | 1% | -4% | 5%
COC(=O)[C@@H]1C2CCC(C(=O)Nc3ccccc3)(CC2)[C@@H]1C(=O)OC | -19% | 1% | -16% | 2% | -4% | 1% | -2% | -8%
O=C(CCCNS(=O)(=O)c1cccc2nsnc12)NCc1ccc(F)cc1 | -19% | -5% | 0% | 2% | 5% | 0% | -8% | 0%
CCCc1cc(=O)n2[nH]c(NCc3ccc(CC)cc3)nc2n1 | -8% | / | / | / | / | ? | -1% | 0%
Cc1cccc(C)c1OCC(=O)OCC(=O)c1ccc2c(c1)NC(=O)CO2 | 1% | 8% | 13% | / | -1% | -1% | -20% | 0%
CC(CN1CCCCC1)OC(=O)C(C)(c1ccccc1)c1ccccc1 (stereo unspecified) | -5% | 6% | 8% | / | -4% | -3% | -6% | 10%
CC(=O)c1ccc(N2CCN(C(=O)Nc3ccc(F)cc3F)CC2)cc1 | 9% | -12% | -1% | / | -8% | -3% | ? | -5%
CC(=O)c1c(Nc2cccc(F)c2)oc(C)cc1=O | 9% | -18% | 1% | / | i | 1% | -2% | 6%
Nc1c(C(=O)N/N=C/c2ccccc2)cnn1-c1ccccc1 | 0% | -2% | 4% | 6% | -6% | -2% | -1% | -1%
COc1ccc2[nH]c(=O)c(CN(C(=O)C3CCCO3)c3ccc(C)c(C)c3)cc2c1 (stereo unspecified) | 0% | ? | 10% | -6% | 3% | -4% | -6% | 1%
Cc1ccc(CN2CCN(c3ncccn3)CC2)o1 | 3% | 0% | 0% | / | 0% | -1% | -10% | -10%
CCCCn1c(CN2CCN(CCO)CC2)nc2ccccc21 | 6% | 0% | -2% | 2% | 3% | -1% | -12% | -2%
CCOC(=O)c1c(NC(=O)Cn2nc(C(F)(F)F)cc2C)sc2c1CCC2 | -4% | 0% | 16% | 14% | -9% | -6% | -2% | -7%
CCCSc1nc2c(c(=O)n1-c1ccc(OCC)cc1)SCC2 | 7% | 14% | -3% | -4% | -8% | -3% | -12% | 6%
Cc1nc(SCC(=O)NC2CCCC2)[nH]c(=O)c1Cc1ccccc1 | 0% | 5% | 10% | / | 1% | 0% | -7% | 3%
COc1ccc(OC)c(NS(=O)(=O)c2ccc(N3CCCC3=O)cc2)c1 | -4% | -7% | 4% | 2% | i | 0% | -11% | -11%
O=C1C=C(N2CCCCC2)C2(CCCCC2)O1 | 4% | 5% | 7% | -1% | 24% | 3% | -4% | 6%
Cc1cc(N/N=C/c2ccc(F)cc2)nc(NCc2ccccc2)n1 | 3% | -7% | 4% | -9% | -17% | 0% | -18% | -17%
O=C(CSc1ncn[nH]1)c1ccc2c(c1)OCO2 | 3% | ? | 8% | -4%[11.4 µM] | 0% | -1% | -6% | 9%
COc1ccc(CCNC(=O)CCCN2C(=O)c3ccccc3C2=O)cc1OC | -1% | -5% | -6% | -3% | i | -3% | -12% | 2%
CC(=O)Nc1ccc(NC(=O)CSc2nnc(CNc3ccc(F)cc3)n2CC2CCCO2)cc1 (stereo unspecified) | -3% | 11% | 4% | 2% | -2% | 0% | -9% | -3%
O=C1N=C(N2CCC(Cc3ccccc3)CC2)S/C1=C/c1cn[nH]c1-c1ccccc1 | 3% | -3% | -10% | -4% | 6% | 2% | -6% | -10%
CC(=O)c1ccc(NC(=O)c2cnc(N3CCCC3)nc2C)cc1 | -5% | / | / | / | / | 0% | ? | -1%
Nc1ccccc1N1CCN(C(=O)c2ccccc2)CC1 | -5% | -6% | -4% | -5% | 0% | -5% | -12% | 8%
Cc1cc(C(=O)Cn2nc(C(=O)O)c3ccccc3c2=O)c(C)n1CCc1ccc(Cl)cc1 | -8% | -11% | 6% | 6% | -2% | -1% | ? | -10%
Cc1cccc(NC(=O)CCCSc2nc3ccccc3[nH]2)c1 | -1%[53 µM] | -2% | 4% | -2% | 11% | -3%[53 µM] | -18% | -12%
CCOC(=O)C(C(=O)OCC)c1cc(Br)c2noc3c2c1C(=O)c1ccccc1-3 | -5% | ? | -21% | ? | -5% | -9% | 1.1µM* | 2.2µM*
CCOc1ccccc1CN1CCC(O)CC1 | 0% | -9% | 13% | / | -4% | -4% | -6% | ?
COc1ccc(CCNC(=O)CCCn2c(=O)c3ccccc3n(Cc3ccc(F)cc3Cl)c2=O)cc1OC | 9% | / | / | / | / | 9% | -15% | -1%
C(=N\NC(=Nc1ccccc1)c1ccccn1)/c1ccccn1 | 8% | 11% | 1% | 14% | -1% | -1% | ? | -12%
N/C(Cc1ccc(Cl)cc1)=N\OC(=O)c1cccc2ccccc12 | -6% | 141% | -3% | 17% | 2% | -1% | -20% | ?
Cc1ccc(CNC(=O)C(=O)NCC(c2cccnc2)N2CCN(c3ccc(F)cc3)CC2)cc1 (stereo unspecified) | -2% | / | / | / | / | 5% | -4% | -6%
Cc1cc(=O)n2nc(N3CCCC(C(=O)NCc4ccc5c(c4)OCO5)C3)sc2n1 (stereo unspecified) | -3% | -1% | 8% | / | 1% | 0% | -4% | 4%
NC(=O)c1c(NC(=O)c2cnccn2)sc2c1CCCC2 | 9% | -6% | 4% | 2% | i | -1% | ? | 0%

Some of the compounds tested; count on the stated rates, not on these rows.
